AMA1 RON2 block = disrupts binding of P. falciparum AMA1 to RON2 | actives 0.2% (n = 360,000) | Potency, µM (titrated, usually from 58.2 µM), for the others: top-dose activity change, negative = inhibition, usual class: inhibitors | AlphaScreen AMA1-biotinylated RON2 peptide binding; active = well fitted inhibition curve with a large enough effect; inconclusive = small, poorly fitted or top-dose-only effect; inactive = no such curve, though single readings can be large or run the other way;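 also: potency is read from the fitted curve at half-maximal effect; 0% = vehicle wells and -100% = peptide control; nearly all actives have a fitted effect of over 45% in size; some results filed as inactive show a strong effect at the top dose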
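AMA1 (3D7) with his tag at 25 nM final met compounds first, then biotinylated RON2 peptide at 25 nM; detection used donor plus acceptor beads, 10 µg/mL apiece, read by AlphaScreen after 30 min at room temperature.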
HCMV inh = human cytomegalovirus inhibition | actives 4.5% (n = 410,000) | activity change, negative = inhibition, % at 57.5 µM | HFF cells, HCMV-luciferase reporter, 72 h; active compounds read low; in the data active = activity change below about -60%; inconclusive = no clear call, values can overlap the other calls; inactive = above about -39%
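Steps: HFFs plated, 16 h 37C; compounds added; HCMV-luciferase added to MOI 1 PFU/cell; 72 h 37C; OneGlo reagent, 5 min room temperature; luminescence read, normalized to controls.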
* hit, by the source's call; [ ] = dose if it differs, or a comment. Unless noted, % is scaled to controls: 0 for no effect and ±100 for the full control effect. Some of the compounds tested, so the mix of outcomes need not match the whole.

`O=C1NC[C@H](Cc2ccccc2)N(C[C@H]2CCCN2C[C@H](Cc2ccccc2)N2C[C@H](Cc3ccccc3)N(CC3CCCCC3)C(=O)C2=O)C1=O` gave AMA1 RON2 block -5.3% and HCMV inh -7.5.
CCCc1c(-c2ccccc2)ncn1Cc1ccccc1OC was read as AMA1 RON2 block -25.6% and HCMV inh -17.0.
For O=C(NCCN1CCOCC1)C(=O)NCC1OCCN1S(=O)(=O)c1ccc(Cl)cc1 (stereo not given) the results were AMA1 RON2 block 0.4% and HCMV inh -18.9.
`CCCc1cc(N2CCCC(C(=O)Nc3cc(Cl)ccc3OC)C2)n2ncnc2n1` (stereo not given) gave AMA1 RON2 block 2.7% and HCMV inh -26.2.
Screening O=C(NCCS(=O)(=O)N1CCN(C(=O)c2ccco2)CC1)c1ccccc1 returned AMA1 RON2 block -0.9% and HCMV inh -79.1*.
For CC(C)(C)OC(=O)N1CCC[C@H]1C(=O)N1CCC[C@H]1C(=O)NCc1ccc(F)cc1F the results were AMA1 RON2 block 3.8% and HCMV inh 21.5.
C1CCN(CCC2CCCCN2)CC1 (stereo not given) was read as AMA1 RON2 block 44.1%[activator] and HCMV inh -5.1.
Screening COc1cccc(Cn2cnc(-c3ccccc3OC)c2-c2cccs2)c1 returned AMA1 RON2 block inconclusive and HCMV inh -10.7.
`CC1(C(=O)Nc2ccc3c(c2)OCCO3)CN(S(C)(=O)=O)CC(=O)N1CC(F)(F)F` (stereo not given) gave AMA1 RON2 block 9.1% and HCMV inh 7.8.
For CC(=O)NC(c1ccc(Cl)cc1)c1ccc2cccnc2c1O (stereo not given) the results were AMA1 RON2 block -19.4% and HCMV inh -98.6*.
`CCCCC(=O)NC(c1cccc([N+](=O)[O-])c1)c1ccc2cccnc2c1O` (stereo not given) gave AMA1 RON2 block 31.1%[activator] and HCMV inh -102.7*.
Cc1ccc(Cl)cc1NS(=O)(=O)c1ccccc1 was read as AMA1 RON2 block 7.0% and HCMV inh -19.7.
For CCOC(=O)C1(Cc2cccc(OC)c2)CCCN(C(=O)CSC)C1 (stereo not given) the results were AMA1 RON2 block 37.5%[activator] and HCMV inh 43.6.
CCCN(C)C1CN(Cc2cn(Cc3cc(C)cc(C)c3)nn2)S(=O)(=O)C1 (stereo not given) was read as AMA1 RON2 block -6.0% and HCMV inh 8.6.
Nc1ccc(Cl)cc1C(=O)c1ccc[nH]1 was read as AMA1 RON2 block -14.5% and HCMV inh inconclusive.
`Cc1ccc(S(=O)(=O)N2[C@H](CC(=O)c3ccc(Cl)c(Cl)c3)OC[C@@H]2C(C)C)cc1` gave AMA1 RON2 block 8.9% and HCMV inh -0.9.
O=C(COc1ccc(Cl)cc1Cl)Nc1ccccc1F was read as AMA1 RON2 block 37.5%[activator] and HCMV inh 90.6.
Screening CC(C)N=C(NC(C)C)N1CC1 returned AMA1 RON2 block 19.0% and HCMV inh -22.3.
Screening OC[C@@H]1CN(Cc2ccc(-c3ccccc3)cc2)C[C@H](n2cnc3c(NC4CC4)ncnc32)O1 returned AMA1 RON2 block -19.9% and HCMV inh -14.6.
Screening COc1cc(N=Nc2ccc(Br)cc2)cc(C=O)c1O returned AMA1 RON2 block 4.7% and HCMV inh inconclusive.
COc1ccccc1-c1cn(CC[C@H]2CC[C@@H](NS(=O)(=O)c3ccccc3C)[C@@H](CO)O2)nn1 was read as AMA1 RON2 block -5.8% and HCMV inh 26.9.
`Cc1ccccc1NC(=O)Nc1nc(C(N)Cc2ccccc2)cs1` (stereo not given) gave AMA1 RON2 block 68.4%[activator] and HCMV inh 29.5.
`CN(C)c1ccc(Cl)c(NC(N)=S)c1` gave AMA1 RON2 block -8.0% and HCMV inh 28.9.
Screening C=CCOC(=O)N1CCC2CC1c1cc(-c3cccc(C)c3)ccc12 (stereo not given) returned AMA1 RON2 block 15.9% and HCMV inh -11.9.
`COC(=O)[C@@]1(C(C)C)N=C(c2cc(OC)c(OC)c(OC)c2)[C@]2(O1)C(=O)Nc1ccccc12` gave AMA1 RON2 block 1.1% and HCMV inh -8.0.
Screening Cc1ccc(C(=O)OCC(=O)Nc2c(C)nn(-c3ccccc3)c2C)c(O)c1 returned AMA1 RON2 block 9.5% and HCMV inh inconclusive.
COC(=O)C[C@H]1C[C@H]2c3cc(NC(=O)CC4CC4)ccc3O[C@H]2[C@H](CO)O1 was read as AMA1 RON2 block 6.9% and HCMV inh -0.8.
COC(=O)C1C=CC(OC2OC(COC(C)=O)C(OC(C)=O)C(OC(C)=O)C2OC(C)=O)n2c(=O)n(-c3ccccc3)c(=O)n21 (stereo not given) was read as AMA1 RON2 block -9.2% and HCMV inh -97.7*.
For CCOC(=O)Nc1ccc2c(c1)C(=NO)c1ccccc1-2 the results were AMA1 RON2 block -8.6% and HCMV inh 7.7.
COc1ccc2c(c1)CCCC2=O was read as AMA1 RON2 block -7.8% and HCMV inh -28.1.

7 compounds picked at random from those above, as already listed:
`Cc1ccccc1NC(=O)Nc1nc(C(N)Cc2ccccc2)cs1` (stereo not given) gave AMA1 RON2 block 68.4%[activator] and HCMV inh 29.5.
COC(=O)C1C=CC(OC2OC(COC(C)=O)C(OC(C)=O)C(OC(C)=O)C2OC(C)=O)n2c(=O)n(-c3ccccc3)c(=O)n21 (stereo not given) was read as AMA1 RON2 block -9.2% and HCMV inh -97.7*.
`COC(=O)[C@@]1(C(C)C)N=C(c2cc(OC)c(OC)c(OC)c2)[C@]2(O1)C(=O)Nc1ccccc12` gave AMA1 RON2 block 1.1% and HCMV inh -8.0.
COc1ccc2c(c1)CCCC2=O was read as AMA1 RON2 block -7.8% and HCMV inh -28.1.
`CN(C)c1ccc(Cl)c(NC(N)=S)c1` gave AMA1 RON2 block -8.0% and HCMV inh 28.9.
COc1ccccc1-c1cn(CC[C@H]2CC[C@@H](NS(=O)(=O)c3ccccc3C)[C@@H](CO)O2)nn1 was read as AMA1 RON2 block -5.8% and HCMV inh 26.9.
For CCOC(=O)Nc1ccc2c(c1)C(=NO)c1ccccc1-2 the results were AMA1 RON2 block -8.6% and HCMV inh 7.7.

The results go on:
Cc1ccc(S(=O)(=O)N2CCOCC2)cc1C(=O)OCC(=O)Nc1ccc(Cl)cn1 was read as AMA1 RON2 block -8.8% and HCMV inh inconclusive.
COc1cc(C2c3cc4c(cc3OC(Nc3ccc(C(=O)O)cc3)C2C)OCO4)cc(OC)c1OC (stereo not given) was read as AMA1 RON2 block -13.9% and HCMV inh -60.1*.
Cc1nc2c(OCc3ccc(C#N)cc3)cccn2c1N(C)Cc1cccs1 was read as AMA1 RON2 block -13.6% and HCMV inh -12.4.
O=c1c2ccccc2nc(/C=C/c2cccc([N+](=O)[O-])c2)n1CCCO was read as AMA1 RON2 block 4.3% and HCMV inh inconclusive.
For O=c1[nH]c2ccccc2n1C1CCN(C(c2nnnn2Cc2ccccc2)C2CC2)CC1 (stereo not given) the results were AMA1 RON2 block -19.8% and HCMV inh inconclusive.
Screening CC(C)Nc1nc(NCc2ccccc2)c2sccc2n1 returned AMA1 RON2 block 9.6% and HCMV inh inconclusive.
For COC(=O)C1CCN(C2CN(C3CCCCC3)S(=O)(=O)C2)CC1 (stereo not given) the results were AMA1 RON2 block 11.9% and HCMV inh 6.9.
CCC(=Cc1ccccc1O)c1ccncc1 was read as AMA1 RON2 block 4.8% and HCMV inh -26.6.
CCN(CC)S(=O)(=O)c1ccc(N2CCOCC2)c(NC(=O)c2nn(C)c(=O)c3ccccc23)c1 was read as AMA1 RON2 block 8.8% and HCMV inh -38.9.
CCOc1ccc2oc(C(=O)OCC(=O)N(CC(C)C)c3c(N)n(Cc4ccccc4)c(=O)[nH]c3=O)c(C)c2c1 was read as AMA1 RON2 block -8.6%[11.6 µM] and HCMV inh -25.4.
Screening CC(=O)Nc1cncc(-c2cccc(N(C)C)c2)n1 returned AMA1 RON2 block -2.5% and HCMV inh -35.8.
CCN(CC)CC(=O)Nc1ccc(Cl)cc1C(=O)c1ccccc1 was read as AMA1 RON2 block -7.8% and HCMV inh -6.2.
Cc1cc(C)c2c(=N)c3ccccc3n(CCCCCCCCn3c4ccccc4c(=N)c4c(C)cc(C)nc43)c2n1 was read as AMA1 RON2 block inconclusive and HCMV inh -74.6*.
N#Cc1cnn(-c2cc(Cl)ccc2Cl)c1N was read as AMA1 RON2 block 0.0% and HCMV inh -15.7.
`O=C(NC1=NCCS1)c1cccc(Br)c1` gave AMA1 RON2 block 37.5%[activator] and HCMV inh 104.2.
`C[C@H]1CC[C@]2(O[C@H](CCO)C[C@H](O)[C@H]2O)O1` gave AMA1 RON2 block 15.8% and HCMV inh -9.1.
`Cc1ccc(S(=O)(=O)NNC(=O)c2cc([N+](=O)[O-])c(C)c([N+](=O)[O-])c2)cc1` gave AMA1 RON2 block 56.6%[activator] and HCMV inh 19.2.
Screening O=C1NC[C@@H](CCCCN2CCN(CC3CCCCC3)C(=O)C2=O)N(CC2CCCCC2)C1=O returned AMA1 RON2 block 53.7%[activator].
For CC(C)NC1(C(N)=O)CCNCC1 the results were AMA1 RON2 block -2.4% and HCMV inh -8.6.
`CN1CCN(C(=O)c2ccc3c(c2)N(Cc2cccc(Cl)c2)C(=O)c2ccccc2S3=O)CC1` (stereo not given) gave AMA1 RON2 block -1.8% and HCMV inh -3.0.
For CC(=O)c1ccc(OCC(=O)Nc2cccc(C(=O)Nc3c(C)n(C)n(-c4ccccc4)c3=O)c2)cc1 the results were AMA1 RON2 block -7.7% and HCMV inh 0.0.
`COC(=O)c1ccc2nc(-c3ccc(F)cc3)c(CC3CCCCC3)n2c1` gave AMA1 RON2 block 0.1% and HCMV inh 39.5.
For CC1(C(=O)NS(=O)(=O)Cc2cccc(Cl)c2)CCN1C(=O)c1ccc(C2CCCCC2)cc1 (stereo not given) the results were AMA1 RON2 block -3.5% and HCMV inh 49.3.
`C=CCn1c(C)nnc1SCC(=O)N1c2ccccc2NC(=O)C1(C)C` gave AMA1 RON2 block -9.6% and HCMV inh -30.3.
For COc1ccccc1OCCSc1nc2ccccc2n1CC(=O)O the results were AMA1 RON2 block -8.7% and HCMV inh -4.6.
`COc1ccc(C2CC(c3ccccc3)=NN2C(=O)CSc2nnnn2-c2cccc(C)c2)cc1` (stereo not given) gave AMA1 RON2 block 2.9% and HCMV inh inconclusive.
`CCC(=O)Nc1cccc(-c2nnc(-c3ccccc3)o2)c1` gave AMA1 RON2 block -14.2% and HCMV inh -13.3.
For CC(=O)Nc1cc(-c2ccc(N)nc2)cn2c(-c3cccc(C(F)(F)F)c3)cnc12 the results were AMA1 RON2 block 75.7%[activator] and HCMV inh 1.1.
`CCCNC(=O)C1(C)CCCN(CCC(=O)c2ccccc2)C1` (stereo not given) gave AMA1 RON2 block 9.7% and HCMV inh -7.6.
`COC(C/C=C/[C@@H](O)[C@@H](C)OCc1ccccc1)OC` gave AMA1 RON2 block -14.7% and HCMV inh -0.5.
Screening COc1ccc(C#Cc2c(-c3ccc(OC)cc3)oc3ccc(-c4ccc(OC)cc4)cc23)cc1 returned AMA1 RON2 block -8.3% and HCMV inh -3.4.
Screening Cc1cccc(C)c1-c1ccc(CN2C(CC(C)C)C(=O)N(Cc3cn(CC4CCCCC4)nn3)CCS2(=O)=O)cc1 (stereo not given) returned AMA1 RON2 block -1.3% and HCMV inh -100.3*.
CC1(Oc2cccc(F)c2)CCN(Cc2ccccc2OC(F)F)C1 (stereo not given) was read as AMA1 RON2 block -7.3% and HCMV inh -21.0.
`COC(=O)[C@@]12C[C@@H](CC(=O)NCC34CC5CC(CC(C5)C3)C4)C(=O)N(Cc3ccc4c(c3)OCO4)C1=CCC(C)(C)C2` gave AMA1 RON2 block -19.1% and HCMV inh 61.6.
For Cc1ccc(CNC(=O)Nc2nnc([C@H]3C[C@H](O)[C@@H](CO)O3)s2)cc1 the results were AMA1 RON2 block 17.7% and HCMV inh -100.1*.
`CC1(C)CC(=O)C2=C(C1)OC1=C(C(=O)CC(C)(C)C1)C2c1ccccc1Cl` gave AMA1 RON2 block 15.3% and HCMV inh 50.4.
Screening OC(Cc1ccccc1Br)c1ncc(-c2ccc(Cl)cc2)[nH]1 (stereo not given) returned AMA1 RON2 block -17.3% and HCMV inh 8.2.
For O=C(/C=C/[C@H]1O[C@@H](n2cnc3c(NC(=O)c4ccccc4)ncnc32)[C@H](O)[C@@H]1O)NCCCN1CCCC1=O the results were AMA1 RON2 block -19.3% and HCMV inh -19.9.
O=C(c1cccc(-c2cncc3nccn23)c1)N1CCOCC1 was read as AMA1 RON2 block -2.1% and HCMV inh 15.7.
`Fc1ccc(CCNc2ncnc3[nH]ncc23)cc1` gave AMA1 RON2 block 17.3% and HCMV inh -35.6.
Cc1cnc(C=O)c2cccc([N+](=O)[O-])c12 was read as AMA1 RON2 block 31.6%[activator] and HCMV inh 12.0.
`Cc1cccc(C)c1-n1nnnc1C1(C)CCC(=O)N1CCc1ccccc1F` (stereo not given) gave AMA1 RON2 block -4.6% and HCMV inh -6.5.
For S=c1[nH]nc2ccc3ccccc3n12 the results were AMA1 RON2 block 110.3%[activator] and HCMV inh 49.1.
Screening O=C(Nc1c(-c2ccc3c(c2)OCO3)[nH][nH]c1=O)c1cnccn1 returned AMA1 RON2 block 59.9%[activator] and HCMV inh 21.5.
Screening CC(=O)c1ccc(OC2(C)CCN(Cc3ccc(OC(F)(F)F)cc3)C2)cc1 (stereo not given) returned AMA1 RON2 block -1.7% and HCMV inh 28.0.
Screening CC(C)(C)NC(=O)C(c1ccccc1F)n1c(=O)c(-c2ccco2)nc2ccccc21 (stereo not given) returned AMA1 RON2 block 0.4% and HCMV inh 23.7.

Bioassay records as filed in PubChem.
